Compound activity (PubChem)
Tn6 DDE FP – inhibitors of Tn6 peptide binding to fibrin DD(E), primary screen, biochemical, fluorescence polarization, human fibrin, Tn6 probe; Fibrin DD(E) TRITC-Tn6 fluorescence polarization displacement; inhibition, % at 8.3 µM; actives 0.21% (n = 370,000);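 active means inhibition above a per-campaign cutoff: mean of compounds within control limits plus 3 SD, cut at about 15% in these data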;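 further: 0% = median of all compound wells on the plate and 100% = blocking peptide control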
DDE Tn7 FP inh – inhibitors of Tn7 peptide binding to fibrin DD(E), primary screen, biochemical, fluorescence polarization, human fibrin, Tn7 probe | FP displacement of FITC-Tn7 peptide from fibrin DD(E); 0% = median of compound wells per plate | inhibition, % at 8.3 µM | actives 0.13% (n = 370,000);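 active means inhibition above the mean of compounds falling within the control limits plus 3 SD of them, cut at about 14% in these data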;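 further: 0% = plate median of compound wells and 100% = 10 µM Aha-Tn7 peptide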
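Assay system: human fibrin DD(E). Input: DD(E) 2 µM final. Medium: Tris buffer with calcium and detergent, pH 7.8. Compound dosing: single point at 8.3 µM. Timing: 10 min plus 3 h, room temperature. Technique: fluorescence polarization of the labelled Tn7 tracer. Read-out: percent inhibition. Replicates: singlicate testing.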
LEDGF integ inh – blockers of LEDGF/p75-dependent integrase strand transfer – biochemical, TR-FRET, high throughput, primary screen; HIV-1 integrase (with human LEDGF/p75); TR-FRET IN-LEDGF/p75 DNA integration, Eu/Cy5; inhibition, % at 3.7 µM; actives 0.64% (n = 370,000); AID 743269, 2014;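 active means inhibition above the screen-wide mean plus 3 SD, cut at about 13% in these data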;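 further: signal is the Cy5 over europium emission ratio at 671 and 618 nm; 0% = plate median of compound wells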
proKLK7 act – proKLK7 zymogen activators, primary screen, biochemical, fluorescence intensity. activation, % at 7 µM. AID 652039, 2013. Kallikrein-7 (Homo sapiens), P49862. purified proKLK7, EDANS-DABCYL substrate fluorescence; 100% is mature enzyme control, 0% vehicle. actives 0.9% (n = 370,000);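 active means activation above the mean of all tested compounds plus 3 SD, computed per campaign excluding outliers beyond control limits, cut at about 13% in these data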
ARFGAP1 inh – inhibitors of rat ARFGAP1 GAP activity, primary screen, biochemical, fluorescence polarization, GDP tracer. ADP-ribosylation factor GTPase-activating protein 1 (Rattus norvegicus), Q62848. Arfgap1-stimulated ARF1 GTP hydrolysis, GDP FP detection. inhibition, % at 16.5 µM. actives 0.26% (n = 360,000). AID 651572, 2012;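 active means inhibition above a per-plate limit, mean inhibition of low control wells plus 3 SD, cut at about 25% in these data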;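 further: 0% = DMSO wells with enzyme and 100% = wells lacking Arfgap1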
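Assay system: purified rat His6-Arfgap1 residues 1-136 (GAP domain); Reagent: human Δ17 ARF1 bound to GTP; Dosing: 16.5 µM single point, 1.26% DMSO; Times: GTP hydrolysis reaction 2 h at 25 °C; Signal: FP, GDP Alexa 633 tracer displaced from anti-GDP antibody, 620/688 nm; Measure: % inhibition from polarization.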
TDP2 absorb – human TDP2 enzyme inhibitors, primary screen, biochemical, epi absorbance, recombinant enzyme | Tyrosyl-DNA phosphodiesterase 2 (Homo sapiens), O95551 | T5PNP hydrolysis, p-nitrophenol absorbance 415 nm | inhibition, % at 12.8 µM | actives 0.34% (n = 370,000);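 active means inhibition above the mean of all tested compounds plus 3 SD, set per campaign, cut at about 25% in these data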;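 further: 0% = DMSO with enzyme and 100% = buffer with substrate but no TDP2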
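System – recombinant human TDP2 · Quantity – TDP2 enzyme at 120 nM final · Doses – single concentration, 12.8 µM nominal, with 1% DMSO · Incubation – 2 h at 37 °C · Measured by – epi absorbance of p-nitrophenol freed from T5PNP by hydrolysis · Read-out – % inhibition relative to enzyme-containing and enzyme-free wells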
ADAM17 inh – ADAM17 inhibitors, primary screen, biochemical, QFRET; actives 0.83% (n = 370,000); inhibition, % at 6.95 µM; AID 720648, 2013; recombinant ADAM17, EDANS/DABCYL FRET peptide cleavage; Disintegrin and metalloproteinase domain-containing protein 17 (Homo sapiens), P78536;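 active means inhibition above the mean of compounds lying between control limits plus 3 SD, set per campaign, cut at about 8.5% in these data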;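 further: 0% = DMSO-only wells as the low control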
ADAM10 inh – human ADAM10 inhibitors, primary screen, biochemical, QFRET, HTS | Disintegrin and metalloproteinase domain-containing protein 10 (Homo sapiens), O14672 | AID 720582, 2013 | actives 0.62% (n = 370,000) | inhibition, % at 7 µM | recombinant ADAM10, EDANS/DABCYL FRET peptide cleavage, 3 h;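 active means inhibition above a per-campaign cutoff equal to the mean of compounds falling between control-based bounds plus 3 SD, cut at about 20% in these data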;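 further: 0% = DMSO wells while the 100% control is not disclosed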
PLCg1 inh – PLC-gamma1 enzyme inhibitors, primary screen, biochemical, fluorescence, purified enzyme; actives 0.84% (n = 370,000); fluorogenic substrate; inhibition, % at 12.2 µM; 1-phosphatidylinositol 4,5-bisphosphate phosphodiesterase gamma-1 (Homo sapiens), P19174; AID 720700, 2013; in the data active means inhibition above about 9.5%
Target sequence (P19174 whole entry, looked up): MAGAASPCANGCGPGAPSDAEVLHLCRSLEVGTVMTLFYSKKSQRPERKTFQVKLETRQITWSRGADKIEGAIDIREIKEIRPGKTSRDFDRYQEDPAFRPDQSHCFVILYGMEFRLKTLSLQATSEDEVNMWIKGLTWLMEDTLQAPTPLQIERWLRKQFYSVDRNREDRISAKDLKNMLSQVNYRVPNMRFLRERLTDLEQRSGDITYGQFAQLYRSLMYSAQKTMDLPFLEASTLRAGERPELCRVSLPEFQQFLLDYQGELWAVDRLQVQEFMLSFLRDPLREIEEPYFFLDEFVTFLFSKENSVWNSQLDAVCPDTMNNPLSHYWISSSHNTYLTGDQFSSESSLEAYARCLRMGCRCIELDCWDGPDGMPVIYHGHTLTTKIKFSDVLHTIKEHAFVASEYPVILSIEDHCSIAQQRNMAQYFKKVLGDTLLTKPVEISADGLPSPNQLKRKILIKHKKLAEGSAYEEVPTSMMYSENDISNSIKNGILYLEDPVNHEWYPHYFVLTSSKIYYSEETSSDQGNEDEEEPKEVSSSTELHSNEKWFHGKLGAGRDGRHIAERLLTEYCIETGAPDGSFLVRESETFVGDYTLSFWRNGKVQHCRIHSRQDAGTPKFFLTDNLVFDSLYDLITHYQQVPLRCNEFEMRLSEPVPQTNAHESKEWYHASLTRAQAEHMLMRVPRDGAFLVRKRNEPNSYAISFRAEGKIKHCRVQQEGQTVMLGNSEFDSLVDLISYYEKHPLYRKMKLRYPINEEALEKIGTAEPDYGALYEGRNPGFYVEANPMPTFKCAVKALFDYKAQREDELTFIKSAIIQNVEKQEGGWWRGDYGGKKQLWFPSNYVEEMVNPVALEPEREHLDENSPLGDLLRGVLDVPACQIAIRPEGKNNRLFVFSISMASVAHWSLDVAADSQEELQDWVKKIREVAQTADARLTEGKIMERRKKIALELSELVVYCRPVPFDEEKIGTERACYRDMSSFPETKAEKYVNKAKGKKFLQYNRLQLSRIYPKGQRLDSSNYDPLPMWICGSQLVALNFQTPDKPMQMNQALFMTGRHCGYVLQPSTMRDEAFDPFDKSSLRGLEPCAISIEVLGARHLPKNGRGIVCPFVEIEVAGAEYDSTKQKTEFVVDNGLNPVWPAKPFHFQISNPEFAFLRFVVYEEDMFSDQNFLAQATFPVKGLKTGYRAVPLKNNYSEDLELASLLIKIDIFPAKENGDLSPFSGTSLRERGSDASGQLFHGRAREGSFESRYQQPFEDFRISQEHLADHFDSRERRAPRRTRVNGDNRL
ASAP1 GAP inh – inhibitors of human ASAP1 ArfGAP activity, primary screen, biochemical, fluorescence polarization; ASAP1-stimulated ARF1 GTP hydrolysis, GDP FP detection; AID 624377, 2012; inhibition, % at 16.5 µM; actives 0.19% (n = 360,000); Arf-GAP with SH3 domain, ANK repeat and PH domain-containing protein 1 (Homo sapiens), …; in the data active means inhibition above about 25%;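 further: 0% = vehicle with enzyme and substrate and 100% = no enzyme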
* marks the source's active call; other numbers are inactive results; · = no result given.

SMILES	Tn6 DDE FP	DDE Tn7 FP inh	LEDGF integ inh	proKLK7 act	ARFGAP1 inh	TDP2 absorb	ADAM17 inh	ADAM10 inh	PLCg1 inh	ASAP1 GAP inh
COc1ccccc1CNC(=O)c1cccc2c1C(=O)N(Cc1cccnc1)C2	7.8	-3.2	-1.9	-0.2	2.3	7.5	0.9	-0.1	1.1	3.7
O=C(CSc1nc2ccsc2c(=O)n1NC(=O)c1ccccc1)NCc1ccco1	1.8	1.9	-0.5	-0.1	5.5	-2.1	-0.1	-5.8	-2.3	2.2
Cc1cc(NC(=O)C2CC(=O)N(c3ccc(Cl)cc3)C2)no1 (configuration not stated)	-6.3	3.7	-0.4	0.2	5.1	5.8	1.8	7.6	1.1	5.8
CCOP(=O)(OCC)C(Nc1ccccc1)c1ccco1 (configuration not stated)	-3.2	-1.9	1.7	0.5	-5.2	-5.2	2.1	-2.7	1.9	8.8
CC1CCCCC1NC(=S)NC(=O)c1sc2ccccc2c1Cl (configuration not stated)	-0.6	0.6	-3.5	-0.6	-3.2	3.7	-2.5	0.8	1.8	-5.3
O=C(NCC1CCCO1)c1ccc2c(c1)S(=O)(=O)c1ccccc1C2=O (configuration not stated)	1.3	3.1	1.2	-0.8	-17.3	11.6	-0.4	3.0	0.8	2.0
O=C(CSc1nnc(-c2ccco2)n1Cc1ccccc1)OC1CCCCC1	3.6	1.1	-4.7	-0.2	-1.7	-1.0	0.0	-2.2	2.9	9.5
COc1cccc(CNC(=O)CCC(=O)n2ncc3cc(C)ccc32)c1OC	-3.0	-8.6	-1.0	-0.1	-0.5	1.8	-2.4	-1.4	0.8	6.8
O=C(CCN1C(=O)c2ccccc2C1=O)Oc1ccc2ccccc2c1	2.9	-3.6	-2.4	0.6	8.5	5.5	-2.9	-0.1	-1.3	-5.0
CCn1c(=O)cc(NC2=NCC(C)CN2c2cccc(Cl)c2)n(C)c1=O (configuration not stated)	4.1	-0.3	-3.1	-0.2	1.4	-2.6	-1.5	1.2	2.4	5.2
COc1cccc(CN2CCNC(=O)C2CC(=O)NCCOc2cccnc2)c1OC (configuration not stated)	4.8	5.8	-1.1	0.5	1.3	1.7	-3.8	1.0	-5.8	5.5
CN(C)S(=O)(=O)c1ccc(C(=O)OCCN=C2NS(=O)(=O)c3ccccc32)cc1	2.9	3.3	-1.5	0.1	-4.0	15.5	-1.6	-0.2	0.4	3.2
O=C(Nc1ccc(-n2ccc(C(F)(F)F)n2)cc1)Nc1cccc(Cl)c1	-7.2	1.9	-3.2	-0.3	13.5	-2.5	6.2	12.5	-2.2	6.8
O=C(O)C1=C[C@@H](c2ccccc2)C[C@@H](OCCCCO)O1	-8.1	-5.2	1.5	0.1	-2.6	6.6	-2.1	0.2	-2.0	4.4
CCOc1cc(C2CC(=O)NC(SCC)=C2C#N)ccc1O (configuration not stated)	-11.7	-1.4	2.5	0.6	5.3	-11.1	3.5	4.2	1.4	6.4
CCn1c(COc2ccc3c(c2)OCO3)nnc1SCC(=O)O	4.2	0.3	3.0	1.2	-11.3	7.7	-6.6	5.0	-3.5	-8.7
O=C(O)CSc1nnc(-c2ccc(Cl)cc2)n1-c1ccccc1	6.0	0.9	-3.7	-0.6	-6.3	-4.7	-3.7	-1.6	-2.6	6.4
O=C(CN1N=C(c2ccccc2)CCC1=O)NCc1cccs1	-9.7	-0.8	-0.1	0.0	19.6	-11.6	-0.9	-12.1	5.6	8.8
Cc1c(CCOC(=O)c2ccc(Cl)cc2Cl)sc[n+]1CC(=O)c1ccccc1	1.5	-2.6	0.1	0.1	8.7	9.3	-4.5	-2.3	6.0	3.1
NS(=O)(=O)c1ccc(CCNC(=O)C(c2ccccc2)c2ccccc2)cc1	8.1	4.4	1.9	0.1	-2.0	-7.7	-0.1	3.6	4.2	-7.7
O=C(CCCCCN1C(=O)c2cccc3cccc(c23)C1=O)NCCO	-7.2	4.3	2.3	0.1	-1.1	-0.4	-108.8	-314.9	-19.1	-1.3
CCn1c(NC(=O)C(C)C)c2ccccc2nc1=O	-0.3	-2.8	-1.7	-0.3	7.7	11.1	-3.1	-8.9	-2.0	-1.2
Cc1ccc(NC(=O)CSc2n[nH]c(-c3cccnc3)n2)c(Br)c1	-2.7	-10.1	2.3	0.6	1.1	10.1	-0.5	-1.4	-4.5	-13.1
O=C(COc1ccc2c(C(F)(F)F)cc(=O)oc2c1)NCc1cccs1	-4.3	3.9	-2.1	-9.3	7.5	1.3	-55.5	-166.1	-300.7	-5.0
CCN(CC)CCN(C(=O)c1ccc(S(=O)(=O)N2CCOCC2)cc1)c1nc2cc3c(cc2s1)OCCO3	2.8	3.5	-2.9	-0.5	-6.0	-17.9	-8.2	-11.1	-4.9	8.9
CN(C)CC(=O)Nc1ccc2c(c1)[C@H]1C[C@H](CC(=O)NCc3ccc4c(c3)OCO4)O[C@H](CO)[C@H]1O2	-1.8	7.9	-2.7	0.2	-1.7	-8.8	-5.2	-5.2	-3.0	-1.5
CN(C)S(=O)(=O)c1ccc(NC(=O)N2CCN(c3ccccc3Cl)CC2)cc1	7.8	1.8	-1.8	0.1	6.6	-1.4	5.1	0.3	3.8	6.5
CCCc1nc2c(C)cc(Br)cn2c1Cc1ccc(C)cc1	-0.5	3.4	-3.8	-0.3	5.1	5.0	-8.9	-13.5	-7.7	3.9
O=C(NNC(=O)C12CC3CC(CC(Br)(C3)C1)C2)c1ccccc1F	1.6	4.5	0.8	0.0	4.5	6.4	-0.5	-7.8	-0.9	-15.1
NC(=O)C1(NC2CCCCC2)CCN(Cc2ccccc2)CC1	-1.6	2.7	0.8	-0.5	-6.6	-0.7	-7.5	-4.9	-1.1	4.2

Compound profiles, as listed above. Values in the order: Tn6 DDE FP, DDE Tn7 FP inh, LEDGF integ inh, proKLK7 act, ARFGAP1 inh, TDP2 absorb, ADAM17 inh, ADAM10 inh, PLCg1 inh, ASAP1 GAP inh
`O=C(CN1N=C(c2ccccc2)CCC1=O)NCc1cccs1` is listed with -9.7, -0.8, -0.1, 0.0, 19.6, -11.6, -0.9, -12.1, 5.6, 8.8
`O=C(O)CSc1nnc(-c2ccc(Cl)cc2)n1-c1ccccc1` is listed with 6.0, 0.9, -3.7, -0.6, -6.3, -4.7, -3.7, -1.6, -2.6, 6.4
`NC(=O)C1(NC2CCCCC2)CCN(Cc2ccccc2)CC1` is listed with -1.6, 2.7, 0.8, -0.5, -6.6, -0.7, -7.5, -4.9, -1.1, 4.2

Next entries follow:
SMILES	Tn6 DDE FP	DDE Tn7 FP inh	LEDGF integ inh	proKLK7 act	ARFGAP1 inh	TDP2 absorb	ADAM17 inh	ADAM10 inh	PLCg1 inh	ASAP1 GAP inh
c1ccc(CCN2CCN(c3ncnc4c3cnn4-c3ccccc3)CC2)cc1	-6.4	3.1	-0.2	-0.3	1.5	-8.3	-1.1	-12.7	-0.6	-10.3
O=C(Nc1ccc(Oc2ccc(C(F)(F)F)cn2)c(Cl)c1)C1CC1	-10.5	-3.9	-1.1	0.2	7.9	-2.5	0.4	-2.2	-0.7	-6.1
Cc1ccc(S(=O)(=O)N2O[C@@H](c3ccccc3)C[C@H]2CON2C(C)(C)CCCC2(C)C)cc1	-4.2	0.7	5.9	·	·	-14.8	2.8	4.5	11.4*	·
COc1ccc(Cn2nnc3c(C)n[nH]c(=O)c32)cc1	7.3	-4.5	1.9	-0.5	-2.7	13.1	-1.8	-1.8	-0.9	4.3
O=C(c1cc2ccccc2oc1=O)N(Cc1cccs1)Cc1cccs1	12.8	0.5	2.9	0.1	-6.1	-8.9	2.8	3.7	6.1	1.4
CCOC(=O)C1=C(C)OC(N)=C(C#N)C1c1cc(Cl)c(OCC(N)=O)c(OC)c1 (configuration not stated)	-1.9	0.4	1.0	-0.4	5.8	4.0	-4.0	-7.0	-11.3	4.2
CC1Cc2cc(S(=O)(=O)NCCC(=O)N(C)Cc3ccccc3)ccc2N1C(=O)C1CC1 (configuration not stated)	3.5	-4.7	-1.4	0.1	7.2	8.5	-1.8	-4.7	1.9	13.7
CCOc1ccc(N2C(=O)CC(NC3CCN(C(=O)c4cccc(Cl)c4)CC3)C2=O)cc1 (configuration not stated)	2.0	1.4	-2.0	0.2	0.4	-6.0	-6.5	-6.1	-4.0	1.0
CN1CCN(C(=O)c2cn(-c3ccccc3)nc2-c2cccnc2)CC1	3.4	-1.3	-0.4	0.1	4.6	-5.4	-1.7	0.6	0.9	-4.9
CC1=CC(c2ccccc2)=NS(=O)(=O)N1	9.0	3.5	-0.6	-0.1	7.3	2.7	-3.2	-12.4	0.7	0.8
CC(SC1CCCC1)C(=O)NC(C)(C#N)C(C)C (configuration not stated)	1.4	0.8	2.7	0.3	-18.9	9.7	-0.7	4.6	-0.5	-7.3
Cc1ccc(S(=O)(=O)N2CCN(C(=O)COc3ccc(C)nc3[N+](=O)[O-])CC2)c(C)c1	2.4	-3.0	-2.0	0.5	0.0	-2.1	-4.5	-5.1	-1.2	-6.2
COc1ccc(OC)c(NC(=O)C2CCN(C(=O)C3CC(=O)N(c4ccc(C)cc4)C3)CC2)c1 (configuration not stated)	3.2	-6.1	0.5	0.0	11.4	6.1	2.9	-4.5	3.3	-9.4
CCN(CC)S(=O)(=O)c1cccc(C(=O)Nc2cc(C)nn2-c2ccccc2)c1	-0.9	-2.0	2.0	0.0	-12.0	-4.8	-4.1	-14.2	-3.6	-0.4
O=C1CCC(C(=O)Nc2cccc3ccccc23)N1 (configuration not stated)	-3.6	-0.1	-0.2	-0.5	3.3	9.1	-1.0	0.9	-1.3	-1.7
CCN1C(=O)c2ccccc2S(=O)(=O)c2ccc(C(=O)NCCCN(CC(C)C)CC(C)C)cc21	-4.1	2.2	2.8	0.7	-10.2	-13.4	-1.1	11.6	4.5	-19.2
